PI4K2A inh: PI4K2A (human) kinase inhibition. Q9BTU6. 420,000 compounds, 0.13% hits. activity change, negative = inhibition, % at 76.9 µM. AID 1346378. purified PI4K2A, ADP-Glo luminescence, 1 h; stronger effect = lower value; in the data active = activity change below about -50%;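 also: -100% = wells without enzyme as full effect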
Target sequence (Q9BTU6 whole entry, looked up): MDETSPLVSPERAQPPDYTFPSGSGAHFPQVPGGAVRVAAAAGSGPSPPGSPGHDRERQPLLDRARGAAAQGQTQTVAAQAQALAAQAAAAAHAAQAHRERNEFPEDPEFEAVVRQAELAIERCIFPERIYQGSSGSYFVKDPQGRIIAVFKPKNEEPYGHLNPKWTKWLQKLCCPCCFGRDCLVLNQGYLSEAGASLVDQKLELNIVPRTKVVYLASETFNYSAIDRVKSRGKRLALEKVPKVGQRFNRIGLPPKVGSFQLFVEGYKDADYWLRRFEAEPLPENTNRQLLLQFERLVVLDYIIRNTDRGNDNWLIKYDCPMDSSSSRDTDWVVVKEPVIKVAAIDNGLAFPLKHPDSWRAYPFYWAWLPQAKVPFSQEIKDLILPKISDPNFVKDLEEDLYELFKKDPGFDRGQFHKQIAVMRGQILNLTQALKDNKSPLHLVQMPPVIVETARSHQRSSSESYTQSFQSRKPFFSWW
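ADP-Glo luminescence measured ADP generated by PI4K2A enzyme (4 ug/mL before mixing) with 1.2 mM PI substrate (pre-mix) and 300 microM ATP (pre-mix). Tris pH7.5 buffer with MgCl2, Triton X-100; 1 h reaction at ambient temperature.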
An asterisk follows results filed as active.

SMILES	PI4K2A inh
COc1ccc(C(=O)CSc2nnc(-c3cccs3)o2)cc1OC	1
COC(=O)[C@H]1C[C@]2(C/C=C(\C)CCC=C(C)C)c3ccccc3N[C@H]2N1	3
COCc1cn([C@H]2C[C@@H]3O[C@H](CO)CC[C@@H]3O[C@@H]2CCc2ccc(-c3ccc(OC)cc3)cc2)nn1	-8
Nc1[nH]c(C(=O)c2ccccc2)c(-c2cccc3ccccc23)c1C(=O)c1c(-c2ccccc2)[nH]c2ccccc12	4
S=C(Nc1ccc(Br)cc1)OC1CCC12CCC(c1ccccc1)CC2 (stereo not drawn)	-1
Cc1ccc(CN2CCCCC(NC(=O)Nc3cccc(F)c3)C2=O)cc1 (stereo not drawn)	4
CCN(CC)c1ccc(-c2nn3c(-c4ccccc4Cl)nnc3s2)cc1	-8
COC(=O)[C@H](C(C)C)N1CCc2nnn(CC3CCCCC3)c2-c2cc(F)ccc2S1(=O)=O	-3
CC(=O)Nc1sc2c(c1-c1nc3ccccc3s1)CCN(C(C)C)CC2	-4
CCCCCCNC(=O)C1CSCCS(=O)(=O)N1Cc1ccc(F)cc1 (stereo not drawn)	-2
COc1ccc(Br)cc1C=NNC(=O)c1ccncc1	-3
CC(NCc1ccco1)C(=O)N1CCCC1 (stereo not drawn)	-3
CCC(CO)Nc1cccc2c1S(=O)(=O)N(Cc1cn(Cc3cccc(F)c3)nn1)Cc1ccccc1O2 (stereo not drawn)	-4
CCOC(=O)C1=NOC(C(=O)NC2CCCC2)(C(=O)C2CC2)C1 (stereo not drawn)	-1
CCN(CC)c1ccc(NC(=O)CSc2nc3ccccc3c(=O)n2-c2ccc(C)cc2)cc1	-2
O=C(COCc1ccccc1)N1CC[C@H]2[C@H](CCCN2Cc2ccc(F)cc2)C1	-2
COC(=O)[C@]12C[C@H](CC(=O)N3CCC(c4ccccc4)CC3)C(=O)N(Cc3cccc4ccccc34)C1=C[C@H](COCc1ccccc1)O[C@@H]2C	-2
CC(=O)N[C@@H]1C[C@@H]2O[C@@H](CO)CC[C@@H]2O[C@@H]1CCc1ccc(C#CC2(O)CCCC2)cc1	6
O=C(Nc1c(-c2ccc(C(F)(F)F)cc2)nc2ncccn12)c1ccccc1	-4
O=C(CSc1nnc(-c2ccccc2)n1-c1ccc(Cl)cc1)Nc1cccc2ccccc12	-6
C/C=C/c1ccccc1OCCCN1CCC(C(O)(c2ccccc2)c2ccccc2)CC1	-4
COC(=O)[C@]1(CNC(=O)C(C)(C)C)CC(=O)N(Cc2ccc(Cl)cc2)[C@@H]1c1ccc(OC)cc1	1
CC(=O)c1cc(-c2cc3ccccc3o2)c(=O)n2c1CCC2	-4
C/C(=N\NC(=O)c1cc(-c2ccccc2)nc2ccccc12)c1ccc(Cl)cc1	-4
Cn1ccnc1C(=O)O[C@@H]1CCC[C@@]2(C(=O)N(Cc3ccccc3)c3ccccc32)[C@H]1NC(=O)CCc1ccccc1	0
CCOC(=O)N1C(=O)C[C@](Sc2ccc(OC)cc2)(C(=O)N2CCCC2)[C@H]1c1ccc(OC)cc1	-9
CCOC(=O)[C@]12CCCC3=C1N(CCC3)C(=O)[C@@H](CC(=O)NCc1cccs1)C2	0
Cc1ccc(CN2CCCCC(NC(=O)c3cccc(C(F)(F)F)c3)C2=O)cc1 (stereo not drawn)	4
CN(C)S(=O)(=O)c1cccc(C(=O)N/N=C\c2ccccc2[N+](=O)[O-])c1	2
Fc1ccc(-c2cc(-c3nnc4sc(-c5ccco5)nn34)[nH]n2)cc1	-3
C#CCNC(=O)C[C@H]1C[C@@]2(C(=O)OC)C(=C[C@H](COCc3ccccc3)O[C@@H]2C)N(Cc2ccccc2)C1=O	6
O=C1CSc2ccc(C(=O)N3CCCC(C(=O)N4CCCC4)C3)cc2N1 (stereo not drawn)	1
CC1(C)Oc2ccc(C(=O)NC3CCCC3)cc2NC1=O	2
CCCCCN1CCCCC(NC(=O)c2cccc(F)c2)C1=O (stereo not drawn)	0
CCN(C[C@H]1[C@@H](c2ccc(C3=CCCC3)cc2)[C@H](CO)N1Cc1ccccn1)S(=O)(=O)c1ccccc1[N+](=O)[O-]	-7
CCOc1ccc(-n2c(SCc3ccc(C#N)cc3)nnc2-c2ccco2)cc1	-8
CCC[C@H]1[C@@H](OC(=O)NCc2cccnc2)CC[C@@]23CCCN2C(=O)CCC[C@@H]13	0
C[C@@H]1CCN(C2CC2)S(=O)(=O)c2c(cccc2N2CC[C@@H](N(C)C)C2)O1	-1
O=C(CSc1nnc(COc2ccccc2)n1Cc1ccco1)c1ccc2ccccc2c1	-9
COC(=O)[C@]12C[C@H](CC(=O)N3CCCCC3)C(=O)N(Cc3ccc4c(c3)OCO4)C1=C[C@H](C(C)C)O[C@@H]2C1CC1	-2
Cc1ccc(-c2c(C(=O)NC3CCCC3)oc(=O)c3ccccc23)cc1	-1
O=C(NC1CCCCN(Cc2cccc(Cl)c2)C1=O)c1ccccn1 (stereo not drawn)	4
COC(=O)[C@]12C[C@H](CC(=O)NCc3cccc(C(F)(F)F)c3)C(=O)N(Cc3cccc4ccccc34)C1=C[C@H](C(C)C)O[C@@H]2C1CC1	-3
Cc1ccc2c(c1)C1CS(=O)(=O)N(Cc3ccccc3)CN1C2 (stereo not drawn)	1
CCn1c(COc2ccc(C)cc2)nnc1SCc1cccc(C(F)(F)F)c1	-3
Cc1ccc(-n2c(Cc3cccs3)nnc2SCc2ccc(Br)cc2)cc1	-4
COc1ccc(C(=O)Nc2cc(Cl)c(Br)cc2C(=O)O)cc1	-1
COC(=O)C[C@H]1CC[C@@H]2[C@H](COc3ccc(NC(=O)c4cccc(F)c4)cc3C(=O)N2C)O1	0
COC(=O)CCCn1cc(CN2CC=CS2(=O)=O)nn1	-1
CSCCCNC(=O)c1cn(C(C)c2ccccc2)nn1 (stereo not drawn)	-1

15 structures already listed, ordered by SMILES length, descending:
SMILES	PI4K2A inh
COC(=O)[C@]12C[C@H](CC(=O)NCc3cccc(C(F)(F)F)c3)C(=O)N(Cc3cccc4ccccc34)C1=C[C@H](C(C)C)O[C@@H]2C1CC1	-3
COC(=O)[C@]12C[C@H](CC(=O)N3CCCCC3)C(=O)N(Cc3ccc4c(c3)OCO4)C1=C[C@H](C(C)C)O[C@@H]2C1CC1	-2
CCN(C[C@H]1[C@@H](c2ccc(C3=CCCC3)cc2)[C@H](CO)N1Cc1ccccn1)S(=O)(=O)c1ccccc1[N+](=O)[O-]	-7
COC(=O)C[C@H]1CC[C@@H]2[C@H](COc3ccc(NC(=O)c4cccc(F)c4)cc3C(=O)N2C)O1	0
CCC[C@H]1[C@@H](OC(=O)NCc2cccnc2)CC[C@@]23CCCN2C(=O)CCC[C@@H]13	0
C[C@@H]1CCN(C2CC2)S(=O)(=O)c2c(cccc2N2CC[C@@H](N(C)C)C2)O1	-1
O=C(CSc1nnc(COc2ccccc2)n1Cc1ccco1)c1ccc2ccccc2c1	-9
Cc1ccc(-c2c(C(=O)NC3CCCC3)oc(=O)c3ccccc23)cc1	-1
CCn1c(COc2ccc(C)cc2)nnc1SCc1cccc(C(F)(F)F)c1	-3
Cc1ccc(-n2c(Cc3cccs3)nnc2SCc2ccc(Br)cc2)cc1	-4
Cc1ccc2c(c1)C1CS(=O)(=O)N(Cc3ccccc3)CN1C2 (stereo not drawn)	1
O=C(NC1CCCCN(Cc2cccc(Cl)c2)C1=O)c1ccccn1 (stereo not drawn)	4
CC1(C)Oc2ccc(C(=O)NC3CCCC3)cc2NC1=O	2
COC(=O)CCCn1cc(CN2CC=CS2(=O)=O)nn1	-1
CSCCCNC(=O)c1cn(C(C)c2ccccc2)nn1 (stereo not drawn)	-1

(listing goes on)
SMILES	PI4K2A inh
COc1cc2c(cc1NC(=O)CSc1nnc(-c3ccccc3F)n1-c1ccc(C)cc1)oc1ccccc12	-13
CCOC(=O)[C@@]12CCCC3=C1N(CCC3)C(=O)[C@H]2CC(=O)NCc1ccc(OC)c(OC)c1	-8
CN1C(=O)c2cc(NC(=O)Nc3ccccc3)ccc2OC[C@H]2O[C@@H](CC(=O)NC3Cc4ccccc4C3)CC[C@@H]21	-6
O=S(=O)(CC1NCCc2ccccc21)NCc1ccc(F)cc1 (stereo not drawn)	-3
CCCC[C@H]1C2CC(OC(=O)Nc3ccccc3OC)C(C2)[C@H]2CCCCN21 (stereo partly drawn)	-4
O=C(NCCc1c[nH]c2ccccc12)OCc1cn(-c2cccc(C(F)(F)F)c2)nn1	-5
CC(C)(C)OC(=O)NCCc1ccccc1/C=C/S(=O)(=O)NCc1ccccc1	0
O=C(CCn1nnc(-c2cccs2)n1)NCc1cccs1	-1
COC(=O)C[C@@H]1CC[C@H]2[C@H](COc3ccc(NC(=O)Nc4cccc(C#N)c4)cc3C(=O)N2C)O1	1
CCOC(=O)[C@]12CCCC3=C1N(CCC3)C(=O)[C@@H](CC(=O)NCCC(C)C)C2	-1
CCCCOc1ccc(C(=O)NC2CCCCN(Cc3ccc(Cl)cc3)C2=O)cc1 (stereo not drawn)	-3
COc1ccc(OC)c(S(=O)(=O)N2CCCCC2C(=O)N2CCN(c3ccccc3F)CC2)c1 (stereo not drawn)	-2
C=CCOC(=O)N[C@H](c1ccc2ccccc2c1)[C@H](C)/C=C/CC(=O)OC	5
O=S1(=O)c2c(cccc2N2CCC[C@H]2CO)OCCCN1C1CC1	2
c1ccc(-c2ccc(C3=Nn4c(nnc4-c4ccncc4)SC3)cc2)cc1	-4
O=C(c1cccc(C(F)(F)F)c1)N1CC[C@H]2[C@H](CCCN2Cc2ccccc2)C1	-3
CN(Cc1cn(Cc2ccccc2)nn1)S(=O)(=O)c1ccccc1Br	2
COc1ccc2c(c1)CO[C@H]([C@H](O)COC(C)=O)[C@H]2/C=C/c1ccccc1	6
C/C=C/C(=O)N1CCC(C(=O)NCC2COc3ccccc3O2)CC1 (stereo not drawn)	-4
Cc1ccc(NC(=O)C2CC3CCC2C3)cc1 (stereo not drawn)	-3
C=CCN1C(=O)[C@@H](CC(=O)N2CCCC2)[C@]2(C(=O)OC)CCCCC=C12	-2
CC(=O)CC[C@H]1CC[C@]2(CCCN(C(=O)C3CCCCC3)C2)O1	-3
COc1ccc(S[C@]2(C(=O)N3CCOCC3)CC(=O)N(P(=O)(OC)OC)[C@@H]2c2ccc(OC)cc2)cc1	3
COC(=O)[C@]12C[C@H](CC(=O)N3CCN(C(=O)c4ccco4)CC3)C(=O)N(Cc3ccco3)C1=C[C@H](C1CCCC1)O[C@@H]2C	2
Fc1ccccc1Cn1ccc2ccc(-c3ccc4ccn(Cc5ccccc5F)c4c3)cc21	-2
O=C(Nc1ccccc1[N+](=O)[O-])NC1CCCCN(Cc2cccc(Cl)c2)C1=O (stereo not drawn)	0
CSCCCNC(=O)C1CCN(S(=O)(=O)c2ccc3[nH]c(=O)oc3c2)CC1	-6
O=C(C1CCC1)N1CCc2cc(S(=O)(=O)C3CCN(Cc4ccc(F)cc4)CC3)ccc21	-6
COc1cc(NC(=O)C2CCCN(S(=O)(=O)c3ccc(Br)s3)C2)cc(OC)c1 (stereo not drawn)	-1
O=C(N1CCOCC1)N1CC[C@H]2[C@H](CCCN2Cc2ccccc2)C1	-5
O=S1(=O)CC2c3ccc(F)cc3CN2CN1CCc1ccccc1 (stereo not drawn)	-4
C=CCN1[C@@H](CC(C)C)COc2cccc(F)c2S1(=O)=O	-3
CCCC[C@H]1C2CC(OC(=O)Nc3cccc(Br)c3)C(C2)[C@H]2CCCCN21 (stereo partly drawn)	5
CCOc1ccc(-n2c(SCC(=O)Nc3cc(C)c(NC(=O)c4ccccc4)cc3OC)nnc2-c2ccncc2)cc1	6
O=S1(=O)c2ccc(N3CC[C@@H](O)C3)cc2OCCCN1C1CC1	-3
CCn1c(=O)n(CC(=O)N2CCN(c3ccc(F)cc3)CC2)c(=O)c2ccccc21	2
CCOC(=O)C1=NOC(C(=O)Nc2nccs2)(C(=O)C2CC2)C1 (stereo not drawn)	1
C[C@H]1[C@H](NC(=O)c2ccc(C(F)(F)F)cc2)CC[C@@]23CCCN2C(=O)CCC[C@@H]13	-1
CC[C@H](CCCCCCCn1ccc2ccccc21)CCC(=O)N(c1ccccc1)c1ccccc1	-3
O=C(CN1C(=O)CCSc2ccccc21)Nc1ccc(Cl)cc1	5
CCCCNC(=O)NCC1CCN(Cc2ccc(OC)cc2)CC1	-3
O=C(CCc1ccccc1)N[C@H]1[C@H](OCc2ccccc2)CCC[C@@]12C(=O)N(Cc1ccccc1)c1ccc(-c3cnccn3)cc12	1
O=C(c1cccs1)n1ccc2ccc(-c3ccc4ccn(Cc5ccccc5)c4c3)cc21	-13
C=CCN1C(=O)[C@@H](CC(=O)N2CCSCC2)[C@]2(C(=O)OC)CCCCC=C12	-6
O=C(OCc1cn(Cc2c(F)cccc2F)nn1)N1CCOCC1	-6
CC(C)(C)C(=O)OC12CCCN(C1)/C(=C/c1ccc(C#N)cc1)C2 (stereo not drawn)	3
CC(C)CNC(=O)OCc1cn(Cc2ccc(F)cc2)nn1	4
O=C(NCCN1CCC(Cc2ccccc2)CC1)C1CCCN(S(=O)(=O)c2ccccc2)C1 (stereo not drawn)	0
C=C(C)Cn1c(SCC(=O)N/N=C(\C)c2ccc(Br)cc2)nnc1-c1ccc(Br)cc1	-2
CC(C)N1CCCCC(NC(=O)c2cccc(F)c2)C1=O (stereo not drawn)	2
Next records follow.
SMILES	PI4K2A inh
CCOC(=O)CCCNC(=O)OCCCN1CCC2(CCC(c3ccccc3)CC2)C1=O (stereo not drawn)	0
CC(C)Oc1cccc(-c2n[nH]c(=S)n2N=Cc2cccc([N+](=O)[O-])c2)c1	7
C=CCN1C(=O)[C@@H](CC(=O)N2CCN(C(=O)c3ccco3)CC2)[C@]2(C(=O)OC)CCCCC=C12	0
COc1ccc([C@H]2OC(=O)C[C@H]2C(=O)N2CCN(c3ccccc3C(F)(F)F)CC2)cc1OC	0

Not all compounds are listed; count on the stated rates, not on these rows.
